# Compound activity (PubChem)
# DNMT1 inh = human DNMT1 methyltransferase inhibitors, primary screen, biochemical, molecular beacon, fluorescence, HinP1I cleavage, uHTS; DNA (cytosine-5)-methyltransferase 1 (Homo sapiens), P26358; hit rate 0.83% among 360,000; inhibition (reported as % activation of signal), % at 10 µM; in the data active = inhibition above about 50%
# NadD block = inhibitors of S. aureus NadD, primary screen, biochemical, colorimetric, uHTS; hit rate 0.78% among 360,000; purified NadD enzyme, colorimetric absorbance read-out; inhibition, % at 20 µM; Nicotinate-nucleotide adenylyltransferase NadD (Staphylococcus aureus N315); in the data active = inhibition above about 26%; also: some compounds past the cut are filed as inactive
# Neddyl block = inhibitors of cullin neddylation, primary screen, biochemical, TR-FRET, uHTS, NAE and Ubc12. hit rate 0.58% among 360,000. AID 651699, 2012. NEDD8-conjugating enzyme Ubc12 (Homo sapiens) + NEDD8-activating enzyme E1 regulatory …. calls only at 25 µM; in the data active = inhibition above about 36%
# Target sequence (P61081 whole entry, looked up): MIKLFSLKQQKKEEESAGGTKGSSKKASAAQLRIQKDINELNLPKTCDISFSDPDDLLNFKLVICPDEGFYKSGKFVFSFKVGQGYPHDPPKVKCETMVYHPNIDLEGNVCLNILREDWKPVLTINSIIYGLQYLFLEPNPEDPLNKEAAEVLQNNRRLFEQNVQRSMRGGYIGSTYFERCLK
# Target sequence (Q13564 whole entry, looked up): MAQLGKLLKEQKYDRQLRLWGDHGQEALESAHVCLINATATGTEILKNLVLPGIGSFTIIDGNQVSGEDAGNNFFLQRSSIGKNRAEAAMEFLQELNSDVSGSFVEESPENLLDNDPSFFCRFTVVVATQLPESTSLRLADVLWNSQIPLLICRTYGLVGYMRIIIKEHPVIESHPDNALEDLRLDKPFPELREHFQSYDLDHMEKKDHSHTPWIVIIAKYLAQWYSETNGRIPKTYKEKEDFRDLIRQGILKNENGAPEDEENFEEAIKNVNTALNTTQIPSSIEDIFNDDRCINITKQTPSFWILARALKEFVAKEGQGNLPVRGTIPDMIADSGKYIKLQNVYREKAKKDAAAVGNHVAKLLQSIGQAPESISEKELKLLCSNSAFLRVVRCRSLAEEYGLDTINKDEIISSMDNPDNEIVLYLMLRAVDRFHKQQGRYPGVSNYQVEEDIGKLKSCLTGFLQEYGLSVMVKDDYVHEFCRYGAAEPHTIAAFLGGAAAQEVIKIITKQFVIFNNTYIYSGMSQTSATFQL
# STEP inh = STEP phosphatase inhibitors, primary screen, biochemical, fluorescence intensity, uHTS. recombinant STEP, OMFP fluorogenic substrate. inhibition, % at 20 µM. hit rate 0.25% among 360,000;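 active = inhibition at 20 µM, scaled per plate between control wells, above about 37%, limit read from the data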;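 also: 0% = DMSO with enzyme and substrate and 100% = substrate only without enzyme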
#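 material = STEP tyrosine phosphatase | reagent = fluorogenic phosphatase substrate OMFP at 25 µM final | doses = single compound dose of 20 µM, 1% DMSO final | schedule = 20 min reaction, room temperature, in the dark | measured by = fluorescence, 480/540 nm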
# Scp-1 inhibitor = Scp-1 phosphatase inhibitors, primary screen, biochemical, colorimetric, uHTS; Recombinant Scp1, phosphopeptide, malachite green phosphate absorbance; inhibition, % at 20 µM; Carboxy-terminal domain RNA polymerase II polypeptide A small phosphatase 1 (Homo …; hit rate 0.88% among 340,000; AID 493091, 2011;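 active = inhibition above about 50% at 20 µM, limit read from the data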;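 also: plate controls were DMSO wells with enzyme for no effect and wells lacking enzyme for full effect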
# Target sequence (Q9GZU7 76-261 limits assumed): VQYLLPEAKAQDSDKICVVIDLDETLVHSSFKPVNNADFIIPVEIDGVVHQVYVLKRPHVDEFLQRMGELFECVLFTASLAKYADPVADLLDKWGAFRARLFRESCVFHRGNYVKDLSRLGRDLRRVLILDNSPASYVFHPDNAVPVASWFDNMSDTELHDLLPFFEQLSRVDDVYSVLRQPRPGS
#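 Material: truncated SCP-1 phosphatase (76-261aa) / Buffer or medium: 50 mM Tris acetate pH 5.5, 0.005% Tween-20, 10 mM MgCl2 / Compound dosing: one concentration, 20 µM, with 1.0% DMSO / Incubation: 45 min room-temperature reaction, 5 min colour, 30 min stabiliser / Detection: colorimetric free-phosphate detection, absorbance 630 nm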
# SKN-1 inh = suppressors of acrylamide-induced Pgst-4::GFP reporter in worms, primary screen, SKN-1 inhibitor project, whole organism, uHTS, GFP/RFP fluorescence ratio, strain VP596 | hit rate 0.49% among 360,000 | inhibition, % at 21.8 µM | C. elegans VP596 Pgst-4::GFP/RFP ratio, 24 h;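 active = interference check ratio from 0.5 to 1.5 plus GFP to RFP signal ratio inhibition reaching or exceeding a fixed threshold, cut at about 30% in these data, passing the limit was not always enough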; also: some compounds called inactive have numbers as strong as hits
# NRP1-CendR mod = modulators of CendR peptide binding to NRP-1, primary screen, biochemical, fluorescence polarization, uHTS; Neuropilin-1 (Homo sapiens), O14786; FAM-RPARPAR peptide binding to NRP-1; inhibition, % at 25 µM; hit rate 0.85% among 360,000; AID 602438, 2012;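 active = inhibition or corrected inhibition above about 18%, plus a signal ratio from 0.5 to 1.5, limit read from the data, passing the limit was not always enough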; also: strong numbers were not always called active
# LMPTP block = LMPTP phosphatase inhibitors, primary screen, biochemical, fluorescence intensity, uHTS; inhibition, % at 20 µM; hit rate 0.22% among 360,000; recombinant LMPTP-A, OMFP fluorogenic substrate;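 active = compounds that cut the enzyme signal by at least half of the control window in the single-dose screen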;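 also: plate controls were DMSO wells with enzyme plus substrate for no effect and substrate without enzyme for full effect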
#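 Assay system: LMPTP-A phosphatase enzyme | Input: 0.625 nM enzyme | Also added: Fluorogenic phosphatase substrate OMFP at 400 µM final | Compound dosing: One test concentration per compound, 20 µM, with 3% DMSO overall | Schedule: 50 min enzyme reaction at room temperature, protected from light | Signal: Fluorescence intensity | Benchmarks: no-enzyme and uninhibited controls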
# SUMO1 PPI mod = modulators of SUMO1 protein-protein interactions, primary screen, biochemical, uHTS; hit rate 0.33% among 360,000; SUMO1 binding to a labelled peptide, TR-FRET, 1 h; Small ubiquitin-related modifier 1 (Homo sapiens), P63165; inhibition, % at 20 µM; in the data active = inhibition above about 37%
# Target sequence (P63165 whole entry, looked up): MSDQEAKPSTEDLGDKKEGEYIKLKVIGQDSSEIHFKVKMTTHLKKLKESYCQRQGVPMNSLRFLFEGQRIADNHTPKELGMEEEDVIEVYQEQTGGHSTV
# Tb MetRS inh = T. brucei MetRS inhibitors, primary screen, biochemical, luminescence; methionyl-tRNA synthetase (Trypanosoma brucei brucei); purified T. brucei MetRS, ATP depletion, Kinase-Glo luminescence; inhibition, % at 11.9 µM; hit rate 0.4% among 360,000; AID 624268, 2012;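 active = inhibition above a per-plate cutoff of the control wells' mean inhibition plus 3 SD, cut at about 5.5% in these data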;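 also: 0% = DMSO wells median and 100% = median of wells with control inhibitor compound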
#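 Material: T. brucei methionyl-tRNA synthetase, purified; reagent: substrates ATP, L-methionine and bulk Escherichia coli tRNA; dosing: 11.9 µM single point; timing: 15 min plus 2 h at 25 °C; detection: luminescence of leftover ATP; evaluation: % inhibition; control set: DMSO-only wells as low control; replicates: singlicate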
# * hit, by the source's call; i = inactive; nt = no result given.
DNMT1 inh,NadD block,Neddyl block,STEP inh,Scp-1 inhibitor,SKN-1 inh,NRP1-CendR mod,LMPTP block,SUMO1 PPI mod,Tb MetRS inh,mol
-5,0,i,-4,-8,7,-4,-9.3,-36,0.1,COc1cccc(CN(C)C(=O)CNC(=O)c2ccc3c(c2)OCO3)c1OC
-1,2,i,2,-4,-1,5,-0.6,0,-0.8,CCOc1ccccc1NC(=O)NC(C)c1ccncc1 (stereo not drawn)
0,6,i,-2,-8,-11,-5,-0.7,-6,-0.6,CCN(CC)C(=S)SCC(=O)c1ccccc1
-6,1,i,0,-10,-12,5,1.1,-5,-0.2,CCC1(c2ccc(F)cc2)NC(=O)N(CC(=O)N2CCN(S(=O)(=O)c3ccc(C)cc3C)CC2)C1=O (stereo not drawn)
1,6,i,2,5,3,2,-0.1,-1,-1.3,CCOC(=O)C1(Cc2cccc(OC)c2)CCN(Cc2cccn2-c2nccs2)CC1
-4,3,i,8,-1,4,2,0.2,-18,-0.3,CCOc1ccccc1N1CCN(C(=O)/C=C/c2cccc([N+](=O)[O-])c2)CC1
-7,9,i,0,-13,-1,-12,5.2,3,0.6,Cc1ccc(N2C(=O)c3ccccc3NC2C(C)Cc2ccc3c(c2)OCO3)cc1 (stereo not drawn)
-14,12,i,-2,-8,-3,-5,-3.8,0,-0.4,CN1CCN(c2ccc(Cl)cc2NC(=O)CCN2C(=O)c3ccccc3C2=O)CC1
0,4,i,2,3,10,-6,-1.0,12,-0.7,CCCC(=O)Nc1c(C(=O)OCC)[nH]c2ccccc12
1,13,i,-2,-6,-1,7,-1.5,-4,-1.0,COc1cccc(C2NC(=S)NC3=C2CCc2ccccc23)c1 (stereo not drawn)
-6,8,i,-1,-5,15,-10,-5.2,-1,-0.2,O=C1[C@H]2[C@@H](/C=C/c3ccccc3)N3C(=O)CN(Cc4ccccn4)C(=O)[C@@]3(Cc3ccccc3)[C@H]2C(=O)N1c1ccccc1
-7,-3,i,-5,5,-20,0,-0.3,21,-0.6,Oc1ccc(C=NN=Cc2ccco2)c(O)c1
0,-2,i,-2,3,11,-1,-0.7,-2,-0.7,CCc1ccccc1N(CC(=O)NCc1ccccc1)C(=O)CCC(=O)Nc1ccccn1
-1,-2,i,1,3,-8,0,-0.4,4,-0.7,CC1CCN(C(=O)CC(NC(N)=O)c2ccccc2Cl)CC1 (stereo not drawn)
-5,3,i,1,-1,16,-4,-1.2,-22,-1.0,O=C(NC1CCN(Cc2ccccc2)CC1)C1CCCN(S(=O)(=O)c2cccc3nonc23)C1 (stereo not drawn)
2,-5,i,0,-10,-8,9,0.5,3,-0.6,CCOC(=O)c1cccc(NC(=O)CN(c2ccc(C)cc2)S(=O)(=O)c2c(C)n[nH]c2C)c1
-1,15,i,-6,-7,-4,0,0.9,5,-0.2,Cc1noc(C)c1CSc1nc2ccccc2nc1NS(=O)(=O)c1ccc(Cl)cc1
2,-5,i,1,-5,-4,4,1.4,-2,-0.1,NC(=O)N1CCCC1C(=O)Nc1ccc(Cl)c(Cl)c1 (stereo not drawn)
3,3,i,2,-10,5,-3,2.6,-16,-0.1,CCOC(=O)c1c(-c2ccc(-c3ccccc3)cc2)csc1NC(=O)c1cccc(N2C(=O)CCC2=O)c1
2,-2,i,-3,-2,10,-13,0.1,-1,0.1,CCN(CC(=O)NCc1cccs1)C(=O)c1ccc(-c2ccc(F)cc2)o1
-12,-1,i,6,-3,-4,21,2.0,1,0.1,CCO[C@@H]1OC(C(=O)N2CCN(Cc3ccc4c(c3)OCO4)CC2)=C[C@H](c2cn(C(C)=O)c3ccccc23)[C@H]1CCCO
3,11,i,3,-2,7,12,7.7,-1,-0.2,c1ccc2c(NCC3CCCO3)nc(-c3ccncc3)nc2c1 (stereo not drawn)
-3,-8,i,0,-13,-9,0,-0.5,-1,-0.5,Cc1cccc(NC(=O)CSc2nc3ccccc3o2)c1
-1,-1,i,0,-4,1,15,0.3,3,0.0,Cc1ccc(NC(=O)c2ccco2)c(NC(=O)c2ccccc2)c1
0,-3,i,-1,4,-1,0,-0.8,-1,-0.4,CCN1C(=O)c2ccccc2S(=O)(=O)c2ccc(C(=O)NCC(OC)OC)cc21
-5,-7,i,-2,2,0,1,1.7,11,-0.5,OCCN(Cc1ccccc1)c1ncnc2sccc12
15,-1,i,-4,-8,1,-25,-1.9,4,0.2,CCSc1nnc(NC(=O)C(C(F)(F)F)C(F)(F)F)s1
5,-4,i,1,-7,3,-4,0.4,-5,0.0,Cc1ccc(-n2nc(C)c3c(C)c(CCC(=O)NCC4CCCO4)c(=O)n(C)c32)cc1 (stereo not drawn)
1,5,i,-2,-2,23,-5,-1.7,-3,-0.3,COc1ccccc1NC(=O)c1cc(Sc2nncn2C)nc2ccccc12
3,5,i,2,-18,4,-2,1.0,4,0.8,O=C(CSc1nnc(-c2ccccc2O)o1)N1CCc2ccccc2C1

# Three entries out of the list above, ordered by the value under STEP inh, lowest first.
DNMT1 inh,NadD block,Neddyl block,STEP inh,Scp-1 inhibitor,SKN-1 inh,NRP1-CendR mod,LMPTP block,SUMO1 PPI mod,Tb MetRS inh,mol
5,-4,i,1,-7,3,-4,0.4,-5,0.0,Cc1ccc(-n2nc(C)c3c(C)c(CCC(=O)NCC4CCCO4)c(=O)n(C)c32)cc1 (stereo not drawn)
3,5,i,2,-18,4,-2,1.0,4,0.8,O=C(CSc1nnc(-c2ccccc2O)o1)N1CCc2ccccc2C1
3,11,i,3,-2,7,12,7.7,-1,-0.2,c1ccc2c(NCC3CCCO3)nc(-c3ccncc3)nc2c1 (stereo not drawn)

# New compounds follow
DNMT1 inh,NadD block,Neddyl block,STEP inh,Scp-1 inhibitor,SKN-1 inh,NRP1-CendR mod,LMPTP block,SUMO1 PPI mod,Tb MetRS inh,mol
0,-4,i,-1,-3,-3,11,-2.0,7,-0.5,COc1ccc(OCC(O)CN2CCc3ccccc3C2)cc1 (stereo not drawn)
-6,-5,i,-3,-10,-12,16,-0.2,4,-0.2,Nc1n[nH]c(N)c1N=Nc1ccccc1
-1,3,i,7,-3,-15,-5,1.4,17,-0.2,CCOC(=O)c1ccc(-c2ccc(/C=N/NC(=O)Cc3nnc(N)s3)o2)cc1
1,0,i,8,-5,-15,14,4.1,-22,0.5,CCOc1ccccc1N=Nc1c(C)[nH]n(C(N)=S)c1=O
0,-4,i,4,0,6,-6,-0.8,1,-0.3,Cc1[nH]c2ccccc2c1C(=O)C(=O)NCC1CCCO1 (stereo not drawn)
nt,nt,i,nt,nt,-6,6,-1.1,0,-0.4,COc1cccc(Cn2c(C(C)n3c(C)nc4ccccc43)nc3ccccc32)c1 (stereo not drawn)
-2,-1,i,-2,-2,5,7,-0.7,-1,-0.3,O=C(CCc1ccccc1)N=C1SC2CS(=O)(=O)CC2N1c1ccccc1 (stereo not drawn)
5,-2,i,-1,-12,2,-9,0.5,0,-1.7,COc1ccc(C2C(C#N)=C(N)Oc3c2oc(CO)cc3=O)cc1 (stereo not drawn)
1,-2,i,0,-2,14,-3,1.7,-11,-0.2,Cc1ccc(NC(=O)COC(=O)c2nn(C)c(=O)c3ccccc23)cc1F
-5,-5,i,0,-6,-9,-2,-0.4,0,-0.3,COc1ccc(NCc2nnc(SCC(=O)Nc3ccc(OC)cc3OC)o2)cc1
0,-11,i,-1,-3,24,1,-0.6,-22,-0.4,O=C1C=C(c2ccc3[nH]ccc3c2)CCC1
-2,-9,i,-1,-5,5,6,-1.6,2,-1.4,O=C(Nc1ccccc1C(=O)NC(Cc1ccc(O)cc1)C(=O)O)c1ccccc1 (stereo not drawn)
-2,1,i,3,5,1,-3,-1.5,0,-0.6,CCCOc1ccc(N2C(=O)CC(N3CCCC(C(=O)N4CCCC4)C3)C2=O)cc1 (stereo not drawn)
7,0,i,0,-3,-9,-2,-0.9,-22,-0.7,O=C(NCCO)c1cccc2c1-c1ccccc1C2=O
-4,-7,i,-3,-10,-11,8,-2.2,-32,-0.1,O=C(Nc1cccc([N+](=O)[O-])c1)NN1CCCCCC1
2,10,i,-2,3,1,7,0.2,-1,-0.8,Cc1n(-c2ccccc2)c2ccc(Cl)cc2[n+]1CCO
3,0,i,-2,-6,1,-6,-0.3,16,-0.4,O=C1CCCc2ccccc2N1Cc1cccc(F)c1
0,0,i,5,0,16,-12,4.6,-46,-0.2,O=[N+]([O-])c1ccc(C=NN2CCCCCC2)cc1
-5,15,i,-2,6,18,-7,0.2,2,-1.0,COc1ccc(-c2nc3ccccc3c(C(=O)Nc3ccc(S(=O)(=O)Nc4cc(C)on4)cc3)c2C)cc1
-2,-6,i,2,-4,4,6,4.1,0,-0.2,CN(c1ccccc1)c1nc(N)c([N+](=O)[O-])c(Nc2ccc(F)cc2)n1
1,0,i,4,-12,0,8,-1.7,-1,-0.2,COc1ccc(Br)cc1C1Nc2ccccc2C(=O)N1NC(=O)c1ccncc1 (stereo not drawn)
-24,7,i,0,-5,-1,0,1.8,1,-0.2,C[C@H](CO)N1C[C@H](C)[C@@H](CN(C)C(=O)Nc2ccccc2)Oc2ccc(NC(=O)Nc3ccc(C(F)(F)F)cc3)cc2C1=O
16,14,i,2,1,0,-19,-0.6,17,-1.7,CCn1c(SCc2nc3scc(-c4ccccc4)c3c(=O)[nH]2)nnc1-c1ccc(Cl)cc1
5,0,i,0,-5,5,-1,0.5,-1,-1.6,CSc1cccc(NC(=O)COc2ccccc2)c1
-1,-7,i,2,1,-5,-2,-1.0,3,-0.9,Cc1cc(C)n2c(SCC(=O)NCc3ccc4c(c3)OCO4)nnc2n1
1,-4,i,0,-8,1,-8,0.8,1,-0.3,Cc1noc(C)c1S(=O)(=O)Nc1cccc(C(F)(F)F)c1

# Looked up above:
# Reading for CCn1c(SCc2nc3scc(-c4ccccc4)c3c(=O)[nH]2)nnc1-c1ccc(Cl)cc1 in NadD block: 14
# Reading for Cc1noc(C)c1S(=O)(=O)Nc1cccc(C(F)(F)F)c1 in NadD block: -4
# Reading for COc1ccc(Br)cc1C1Nc2ccccc2C(=O)N1NC(=O)c1ccncc1 (stereo not drawn) in STEP inh: 4
# Reading for Cc1cc(C)n2c(SCC(=O)NCc3ccc4c(c3)OCO4)nnc2n1 in Scp-1 inhibitor: 1
